# RAD54 inh – RAD54 (human) branch migration inhibition; Q92698; inhibition, % at 10.4 µM; 360,000 tested, 0.14% active; RAD54 Holliday junction branch migration, FAM/BHQ fluorescence;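 active = mean normalized replicate activity at least 40 and at least half of replicates scoring 40 or more; inconclusive = only one of the two criteria met; inactive = mean below 40 and under half of replicates reaching 40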;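 note: 0% = median of neutral control wells and 100% = median of positive control wells; inhibitors cause a drop in the FAM fluorescence signal; in these data hits start at about 50%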
# Target sequence (Q92698 whole entry, looked up): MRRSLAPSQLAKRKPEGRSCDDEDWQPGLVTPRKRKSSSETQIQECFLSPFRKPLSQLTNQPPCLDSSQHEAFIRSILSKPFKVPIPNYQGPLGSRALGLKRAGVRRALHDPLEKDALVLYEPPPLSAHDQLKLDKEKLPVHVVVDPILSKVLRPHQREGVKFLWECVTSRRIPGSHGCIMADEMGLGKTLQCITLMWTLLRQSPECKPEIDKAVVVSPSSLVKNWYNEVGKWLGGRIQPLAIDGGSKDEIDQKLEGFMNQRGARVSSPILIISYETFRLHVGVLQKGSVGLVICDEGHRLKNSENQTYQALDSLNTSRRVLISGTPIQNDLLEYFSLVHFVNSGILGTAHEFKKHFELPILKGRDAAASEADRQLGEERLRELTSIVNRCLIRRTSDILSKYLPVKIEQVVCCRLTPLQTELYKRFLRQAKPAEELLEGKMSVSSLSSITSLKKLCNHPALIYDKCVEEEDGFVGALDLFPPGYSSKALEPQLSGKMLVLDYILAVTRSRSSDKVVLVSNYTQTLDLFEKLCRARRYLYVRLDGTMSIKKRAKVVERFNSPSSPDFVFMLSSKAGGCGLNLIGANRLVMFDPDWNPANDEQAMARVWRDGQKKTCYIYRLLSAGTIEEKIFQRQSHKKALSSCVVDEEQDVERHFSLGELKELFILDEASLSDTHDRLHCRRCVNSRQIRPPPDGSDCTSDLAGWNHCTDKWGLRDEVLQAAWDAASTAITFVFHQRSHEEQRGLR
# ARNT TACC3 PPI – disruptors of human ARNT/TACC3 interaction | Q9Y6A5 | AlphaScreen His-ARNT PAS-B/GST-TACC3 binding, luminescence; TACC3 fragment carries E629A point mutation | inhibition, % at 9.99 µM | 390,000 tested, 0.66% active | AID 623870;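 active = mean inhibition of replicates at least 50% and at least half of replicates each reaching 50%; inconclusive = half or more replicates reach 50% but mean below 50%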;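 note: 0% = complete ARNT plus TACC3 wells and 100% = ARNT alone without TACC3; many hits fall short of the cut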
# Xi reactivation – reactivates the inactive X chromosome in mouse fibroblasts; activation, % at 7.58 µM; AID 743238; XiGFP mouse fibroblasts, % GFP-positive cells imaging, 3 d; cells co-treated with 5-aza-dC sensitizer; scaled so ellipticine positive control = 100%; 360,000 tested, 0.055% active;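 active = mean normalized replicate activation at least 10% and every replicate at or above 10%; inconclusive = only one of the two criteria met; inactive = mean below 10% and not all replicates reach 10%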;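 note: 0% = median of on-plate neutral control wells and 100% = ellipticine 6 µM median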
#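 Assay system – SV40-immortalized XiGFP fibroblast cells, line 68-5-11 · Buffer or medium – DMEM supplemented with 5-aza-dC as sensitizing agent · Dosing – one concentration, pinned · Benchmarks – positive control ellipticine, 6 µM final · Times – 3 days compound exposure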
# esBAF inh – SWI/SNF esBAF complex inhibition; reporter increase, % at 12.5 µM; mouse ES cells, Bmi1-luciferase knock-in reporter, 24 h; 100% = twice the neutral-well signal; 350,000 tested, 2% active; AID 602393; in the data active = activation above about 40%; inconclusive = no clear call, values can overlap the other calls;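 note: 0% = median of the plate's neutral control wells and 100% = double that signal; a rise in the Bmi1 reporter signal indicates esBAF inhibition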
# GSIS activator – GLuc luminescence reporter in INS-1E cells, primary screen for activators of glucose-dependent secretion of insulin; activation, % at 16.6 µM; INS-1E GLuc reporter insulin secretion, 2-3 h; 370,000 tested, 0.61% active;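 active = lowest replicate activation of at least 40%, so every replicate reaches that level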;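 note: 0% = median of neutral control wells and 100% = median of IBMX positive control wells; some compounds called inactive have numbers as strong as hits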
# An asterisk follows results filed as active; ? = inconclusive; · = no result given. Some of the compounds tested; rates above refer to the full screens.
SMILES,RAD54 inh,ARNT TACC3 PPI,Xi reactivation,esBAF inh,GSIS activator
NC(N)=O,-6,·,·,4,·
Cc1cccc2c1NC(=O)C2(c1ccc(O)cc1)c1ccc(O)cc1,6,18,·,-9,·
CCC(NC(C)C)C(O)c1ccc(O)c2[nH]c(=O)ccc12 (stereo not given),-10,-4,·,2,·
C=CC[n+]1ccc(/C=C2\C=Cc3cc(C)ccc3N2CC)c2ccccc21,?,35,·,-58,·
COc1ccc(C[C@H]2COC(=O)[C@@H]2Cc2ccc(OC3OC(CO)C(O)C(O)C3O)c(OC)c2)cc1OC (stereo not given in full),1,-2,·,-23,·
O=c1oc2c(O)c(O)cc3c(=O)oc4c(O)c(O)cc1c4c23,-11,12,·,-2,·
COc1cc([C@@H]2Oc3cc(C4Oc5cc(O)cc(O)c5C(=O)[C@H]4O)ccc3O[C@H]2CO)ccc1O (stereo not given in full),-10,0,·,6,·
Cc1cncn1CCc1nc2c3ccccc3nc(SCC(=O)Nc3cccc(Cl)c3)n2n1,·,6,0.1,·,22

# Whole records as entered above:
# CCC(NC(C)C)C(O)c1ccc(O)c2[nH]c(=O)ccc12 (stereo not given) is listed as RAD54 inh: -10; ARNT TACC3 PPI: -4; Xi reactivation: ·; esBAF inh: 2; GSIS activator: ·
# C=CC[n+]1ccc(/C=C2\C=Cc3cc(C)ccc3N2CC)c2ccccc21 is listed as RAD54 inh: ?; ARNT TACC3 PPI: 35; Xi reactivation: ·; esBAF inh: -58; GSIS activator: ·

# Looked up one by one from the list above:
SMILES,RAD54 inh,ARNT TACC3 PPI,Xi reactivation,esBAF inh,GSIS activator
NC(N)=O,-6,·,·,4,·
Cc1cncn1CCc1nc2c3ccccc3nc(SCC(=O)Nc3cccc(Cl)c3)n2n1,·,6,0.1,·,22
Cc1cccc2c1NC(=O)C2(c1ccc(O)cc1)c1ccc(O)cc1,6,18,·,-9,·
CCC(NC(C)C)C(O)c1ccc(O)c2[nH]c(=O)ccc12 (stereo not given),-10,-4,·,2,·
